High-throughput results (PubChem)
mIAP act = activators of mouse IAP, primary screen, biochemical, luminescence, uHTS; 330,000 compounds, 0.24% hits; activation factor at 10 µM; intestinal alkaline phosphatase [Mus musculus]; muIAP, CDP-Star luminescence, 30 min; hits give high values; 1 = vehicle-only enzyme signal, 0 = enzyme-free wells;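 active means activation factor of at least 2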; further: the source names both 10 and 20 µM as test concentration; values of inactives mirror those of a sister screen read the other way
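Assay system: mouse IAP enzyme; Reagent: CDP-Star chemiluminescent phosphatase substrate; Compound: DMSO-dissolved test compounds; Incubation: 30 min, room temperature; Technique: luminescence from enzymatic CDP-Star hydrolysis; Controls: DMSO-only wells and no-enzyme negative control.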
APOBEC3A inh = APOBEC3A ssDNA deaminase inhibitors, primary screen, selectivity assay for APOBEC3G inhibitor project, biochemical, FAM/TAMRA oligo cleavage fluorescence | DNA dC->dU-editing enzyme APOBEC-3A (Homo sapiens), P31941 | recombinant A3A, FAM/TAMRA ssDNA deamination fluorescence | inhibition, % at 20 µM | 330,000 compounds, 0.41% hits;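 active means at least 40% inhibition at 20 µM here, with at most 30% in a related deaminase screen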;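 further: plate controls were A3A with DMSO for no effect and wells lacking A3A enzyme for full effect; some results filed as inactive read as strong as hits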
Target sequence (P31941 whole entry, looked up): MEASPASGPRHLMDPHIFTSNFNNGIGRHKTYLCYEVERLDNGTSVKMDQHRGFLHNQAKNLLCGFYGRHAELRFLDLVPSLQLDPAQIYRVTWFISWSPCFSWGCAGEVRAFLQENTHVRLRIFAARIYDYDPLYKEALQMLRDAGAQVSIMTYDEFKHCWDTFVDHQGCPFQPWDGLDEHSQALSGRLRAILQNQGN
mIAP inh = inhibitors of mouse IAP, primary screen, biochemical, luminescence, uHTS; intestinal alkaline phosphatase [Mus musculus]; purified mouse IAP, CDP-Star luminescence, 30 min; inhibition, % at 10 µM; 330,000 compounds, 0.2% hits; AID 2806, 2010;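 active means inhibition of at least 40% at 10 µM in the primary screen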;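 further: plate controls were DMSO with enzyme for no effect and no enzyme wells for full effect; values of inactives mirror those of a sister screen read the other way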
APOBEC3G inh = APOBEC3G DNA deaminase inhibitors, primary screen, biochemical, fluorescence, single-stranded DNA substrate, uHTS. AID 493012, 2011. recombinant A3G, ssDNA deamination FAM/TAMRA fluorescence. DNA dC->dU-editing enzyme APOBEC-3G (Homo sapiens), Q9HC16. 330,000 compounds, 0.28% hits. inhibition, % at 20 µM;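 active means inhibition of at least 40% at 20 µM, with no more than 30% in the related APOBEC3A deaminase screen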;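 further: plate controls were DMSO wells with A3G for no effect and wells lacking A3G enzyme for full effect; some compounds called inactive have numbers as strong as hits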
MIN6 prolif = inducers of MIN6 beta-cell proliferation, primary screen, ATP luminescence, uHTS; MIN6 cells proliferation, ATPlite luminescence, 48 h; cells starved in 0.2% serum; 100% = growth in 10% serum; AID 2380, 2010; 330,000 compounds, 0.29% hits; proliferation, % at 10 µM;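 active means compounds whose signal lies at least 3.5 SD above the mean of all wells on their plate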;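 further: 0% = DMSO-treated cells in low-serum medium and 100% = 10% serum control; some compounds called inactive have numbers as strong as hits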
SENP1 FRET inh = human SENP1 catalytic domain inhibitors, primary screen, biochemical, FRET, uHTS | 360,000 compounds, 0.21% hits | inhibition, % at 10 µM | Sentrin-specific protease 1 (Homo sapiens), Q9P0U3 | recombinant SENP1 catalytic domain, CyPet-SUMO1-YPet FRET cleavage;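 active means inhibition at least 30% at 10 µM, raw YFP signal under a set limit, fluorescence ratio 0.5 to 1.5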;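 further: 0% = enzyme with DMSO and 100% = no enzyme wells; some results filed as inactive read as strong as hits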
Target sequence (Q9P0U3 419-644 limits assumed): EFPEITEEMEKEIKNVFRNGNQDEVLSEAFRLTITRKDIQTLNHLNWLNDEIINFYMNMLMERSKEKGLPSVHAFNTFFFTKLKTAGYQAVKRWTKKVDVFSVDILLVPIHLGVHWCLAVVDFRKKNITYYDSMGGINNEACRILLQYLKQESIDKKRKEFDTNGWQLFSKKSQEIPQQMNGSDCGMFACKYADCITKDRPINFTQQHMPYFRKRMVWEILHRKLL
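Material: hSENP1 catalytic domain, recombinant; medium: Tris pH 8 with BME, BSA, NP40 and catalase; compound: single concentration of 10 µM compound, 0.5% DMSO final; technique: FRET read of cyan and yellow fluorescence; timing: 50 min enzyme reaction, room temperature, light-protected; reagent: SFCypet-SUMO1-SFYpet substrate at 25 nM; control set: no-enzyme low, enzyme-DMSO high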
hIAP act = human IAP activators, primary screen, biochemical, luminescence, uHTS; purified human IAP, CDP-Star luminescence, 30 min; hits give high values; 1 = vehicle-only enzyme, 0 = enzyme-free background; activation factor at 10 µM; 330,000 compounds, 0.16% hits; AID 2524, 2010;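 active means activation factor of the enzyme at least 2-fold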; further: the source names both 10 and 20 µM as test concentration; values of inactives mirror those of a sister screen read the other way
Target sequence (P09923 whole entry, looked up): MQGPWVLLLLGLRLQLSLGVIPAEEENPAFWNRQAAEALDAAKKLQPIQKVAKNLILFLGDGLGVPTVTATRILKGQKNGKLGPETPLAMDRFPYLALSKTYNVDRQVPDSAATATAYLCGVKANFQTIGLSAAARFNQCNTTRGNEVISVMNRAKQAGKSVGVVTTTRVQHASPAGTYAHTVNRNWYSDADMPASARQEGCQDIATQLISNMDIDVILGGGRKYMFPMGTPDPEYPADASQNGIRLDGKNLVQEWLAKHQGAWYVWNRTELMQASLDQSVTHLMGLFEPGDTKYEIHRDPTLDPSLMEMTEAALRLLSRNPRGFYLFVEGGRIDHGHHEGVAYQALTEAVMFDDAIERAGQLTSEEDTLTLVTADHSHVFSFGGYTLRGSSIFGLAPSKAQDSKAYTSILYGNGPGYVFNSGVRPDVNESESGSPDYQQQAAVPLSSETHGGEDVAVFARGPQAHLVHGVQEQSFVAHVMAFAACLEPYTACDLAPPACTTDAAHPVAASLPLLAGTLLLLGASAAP
NALP3 yeast inh = NALP3 inflammasome inhibitors in reconstituted yeast, primary screen, luminescence, uHTS; 330,000 compounds, 0.39% hits; Yeast reconstituted NLRP3/ASC/caspase-1, beta-gal luminescence, 24 h; inhibition, % at 10 µM;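 active means inhibition of 50% or more; inactive means inhibition below 50%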;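 further: plate controls were induced DMSO wells for no effect and uninduced yeast grown without galactose for full effect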
hIAP block = human IAP inhibitors, primary screen, biochemical, luminescence, uHTS; 330,000 compounds, 0.12% hits; Intestinal-type alkaline phosphatase (Homo sapiens), P09923; inhibition, % at 10 µM; AID 2544, 2010; purified IAP, CDP-Star luminescence, 30 min;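 active means inhibition reaching a set limit with compound at 10 µM in the primary screen, cut at about 35% in these data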;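 further: plate controls were DMSO wells with enzyme for no effect and no-enzyme buffer wells for full effect; values of inactives mirror those of a sister screen read the other way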
* marks the source's active call; other numbers are inactive results.

1) O=C(NC(=S)Nc1cccc2cccnc12)c1cccs1
2) Brc1ccc2nc(-c3cccs3)c(NCC3CCCO3)n2c1 (stereo not given)
3) COc1ccc(C(C#N)N2N=C(C)CC2(C)C)cc1OC (stereo not given)
4) CC(=O)C1=C(C)NC(SCC(N)=O)=C(C#N)C1c1cccs1 (stereo not given)
5) Cc1nc(CN(C)C(=O)c2cc(COc3c(F)cccc3F)on2)cs1
6) CC(C)(C)OC(=O)C[C@H]1C/C=C\C[C@H](CC(=O)N(CCO)Cc2ccccc2)C(=O)N2CCC[C@H]2COC1=O
screen / no.,1,2,3,4,5,6
mIAP act,0.7,0.98,1.1,0.98,0.95,0.97
APOBEC3A inh,-4,-2,-2,2,6,-2
mIAP inh,30,2,-12,2,5,3
APOBEC3G inh,-8,-9,-2,-4,-2,-9
MIN6 prolif,-1,-7,-2,-2,-1,7
SENP1 FRET inh,0,-8,0,-21,0,-1
hIAP act,1.4,0.87,0.94,1.2,0.99,1.1
NALP3 yeast inh,11,23,3,8,-8,16
hIAP block,-43,13,6,-17,1,-7

Taken from above.
MIN6 prolif result of `O=C(NC(=S)Nc1cccc2cccnc12)c1cccs1` : -1
MIN6 prolif result of `CC(C)(C)OC(=O)C[C@H]1C/C=C\C[C@H](CC(=O)N(CCO)Cc2ccccc2)C(=O)N2CCC[C@H]2COC1=O` : 7

(more compounds)
7) Cc1ccc(-n2c(Cc3cccn3C)nnc2SCC(=O)N2CCc3ccccc32)cc1
8) COc1ccc([C@H]2[C@H]3C=CC[C@@H](C)[C@@H]3C(=O)N2Cc2ccccc2)cc1Cl
9) Cc1ccc(CNC(=O)C2CCC(=O)N(Cc3cccc(C(F)(F)F)c3)C2)o1 (stereo not given)
10) CCOC(=O)c1[nH]c2ccccc2c1NC(=O)c1ccc2c(c1)OCO2
11) COc1ccc(C(=O)c2c[nH]c(C(=O)NCc3cccs3)c2)cc1
12) CCN(CC)c1nc(-c2ccccc2)cc(C(F)(F)F)c1C#N
screen / no.,7,8,9,10,11,12
mIAP act,0.99,1,1,0.93,1,0.95
APOBEC3A inh,-4,1,-6,-2,2,-2
mIAP inh,1,-1,-4,8,-2,5
APOBEC3G inh,-7,-3,3,0,-3,-3
MIN6 prolif,-4,-7,0,3,-2,-4
SENP1 FRET inh,-16,-1,-7,0,3,-15
hIAP act,1.1,1,0.93,0.86,1.1,1.1
NALP3 yeast inh,12,12,7,24,18,-7
hIAP block,-6,-3,7,14,-6,-10

13) Cc1ccc(S(=O)(=O)N[C@@H](Cc2ccccc2)C(=O)N2CCC(C(=O)N[C@@H](CC(C)C)C(=O)O)CC2)cc1
14) Cc1cc(C)cc(N(C(=O)c2ccc3c(c2)OCO3)C2C=CS(=O)(=O)C2)c1 (stereo not given)
15) CC(=O)N1CCN(c2ccc(NC(=O)c3ccc(F)cc3)cc2)CC1
16) CCc1nc(N2CCCCC2C(=O)O)c2oc3ccccc3c2n1 (stereo not given)
17) CCOc1ccc(-n2cc(-c3ccccc3)c3c(N4CCOCC4)ncnc32)cc1
18) CC(C)[C@H](NC(=O)c1ccccc1Cl)C(=O)Nc1nc(-c2ccccn2)cs1
screen / no.,13,14,15,16,17,18
mIAP act,1,1,1.2,0.94,0.93,1.1
APOBEC3A inh,-2,2,-12,-2,0,-4
mIAP inh,-1,-5,-23,6,7,-13
APOBEC3G inh,-11,3,-6,-8,-4,-6
MIN6 prolif,-2,-4,0,0,-5,-5
SENP1 FRET inh,1,3,1,0,0,-4
hIAP act,0.98,0.92,0.98,0.92,0.91,0.9
NALP3 yeast inh,16,13,8,-6,-2,-11
hIAP block,2,8,2,8,9,10

19) COC(=O)c1ccc(NC(=O)CO/N=C2\CCCc3nonc32)cc1
20) COc1cc(/C=C/C(=O)OCC(=O)NC(=O)NC(C)C)ccc1O
21) C/C=C/Cn1c(SC)nc2c1c(=O)[nH]c(=O)n2C
22) CCCCNC(=O)CN(c1cccc(F)c1)S(C)(=O)=O
23) O=C(c1ccc(CS(=O)c2ccccc2Cl)o1)N1CCN(c2ccccn2)CC1 (stereo not given)
24) O=C(NCc1ccc2c(c1)OCO2)C1(S(=O)(=O)c2ccccc2)CC1
screen / no.,19,20,21,22,23,24
mIAP act,1.1,1.1,0.89,0.96,1.1,0.96
APOBEC3A inh,-1,-1,-3,-3,-4,1
mIAP inh,-8,-14,11,4,-8,4
APOBEC3G inh,-2,-4,2,-6,-5,3
MIN6 prolif,-3,-1,-1,-1,-2,1
SENP1 FRET inh,-5,-36,-1,2,3,0
hIAP act,1,1.1,1,1,0.98,0.96
NALP3 yeast inh,9,-10,0,0,16,8
hIAP block,-1,-10,-3,-1,2,4

25) Fc1ccccc1-c1cc2ncccc2cn1
26) CCc1ccccc1NC(=O)C1c2ccccc2Oc2ccccc21
27) O=C(O)CN1CCN(C(c2ccccc2)c2ccccc2)CC1
28) O=C(COc1ccc(Cl)cc1)NNC(=O)C(=O)NC1CCCCC1
29) Cc1ccc(-n2nnnc2SCC(=O)Nc2cccnc2Cl)cc1
30) COc1ccc(N/C=C(/C(C)=O)c2ccccc2)cc1
screen / no.,25,26,27,28,29,30
mIAP act,0.99,0.97,0.98,0.69,0.94,0.99
APOBEC3A inh,2,-3,-4,-4,9,-3
mIAP inh,1,3,2,31,6,1
APOBEC3G inh,-3,-7,-8,-7,-2,-6
MIN6 prolif,-4,-3,-1,0,0,-3
SENP1 FRET inh,-1,2,0,1,-1,-3
hIAP act,1.1,1,0.96,1.5,1.1,1
NALP3 yeast inh,20,3,16,22,31,9
hIAP block,-14,-4,4,-46,-10,-1

31) CC(=O)N1CCN(c2ncnc3ccccc23)CC1
32) COc1ccccc1CNC(=O)C(=O)NCCC1CCCCN1S(=O)(=O)c1ccccc1 (stereo not given)
33) O=C(/C=C/c1cccc([N+](=O)[O-])c1)NC(=S)Nc1ccc(CN2CCOCC2)cc1
34) Cc1ccc(CNC(=O)C(OC(=O)c2ccco2)C(C)C)cc1 (stereo not given)
35) Cc1ccc(S(=O)(=O)NC(=O)COc2cc(C)ccc2C(C)C)cc1
36) Cc1c(C(=O)NCCN2CCOCC2)oc2ccc(S(=O)(=O)N3CCCCCC3)cc12
screen / no.,31,32,33,34,35,36
mIAP act,1,0.94,0.91,1,1,1
APOBEC3A inh,-3,-1,-3,3,1,1
mIAP inh,-4,6,9,-3,-2,-1
APOBEC3G inh,-9,-5,-9,-2,-1,-9
MIN6 prolif,-3,-1,0,1,0,-3
SENP1 FRET inh,1,-1,0,1,0,1
hIAP act,1.1,0.99,0.99,1,0.96,1.1
NALP3 yeast inh,9,11,6,15,13,9
hIAP block,-11,0,1,-4,4,-9

37) COc1ccc(C(=O)Nc2cnn(Cc3c(F)cccc3Cl)c2)cc1OC
38) Cc1ccc(-n2c3c(c(=O)[nH]c2=S)C(C(F)(F)F)(C(F)(F)F)NC(=O)N3)cc1
39) CC(C)(C)c1nnc(NC(=O)Cc2ccccc2[N+](=O)[O-])s1
40) COc1ccccc1NC(=O)CSc1nnc(-c2ccccc2)o1
41) CCCC(=O)Nc1c(-c2ccccc2)c(=O)c(C)nn1-c1ccc(Cl)cc1
42) COc1cccc(NC(=O)COC(=O)c2ccco2)c1
screen / no.,37,38,39,40,41,42
mIAP act,1.1,0.92,1,0.84,1.1,0.87
APOBEC3A inh,1,-4,1,0,5,-15
mIAP inh,-7,8,-1,16,-7,13
APOBEC3G inh,-2,-7,2,-6,1,-6
MIN6 prolif,0,0,-3,-4,-5,-4
SENP1 FRET inh,2,4,2,2,2,1
hIAP act,1.1,0.91,1,0.98,1,0.84
NALP3 yeast inh,-5,8,-2,19,14,-3
hIAP block,-12,9,-4,2,-1,16

43) CCN(CC)S(=O)(=O)c1cccc(NC(=O)c2cc(-c3cccs3)nn2-c2ccccc2)c1
44) Nc1c(N(Cc2ccco2)C(=O)c2cccc(F)c2)c(=O)[nH]c(=O)n1Cc1ccccc1
45) O=C(Nc1cccnc1)c1ccc(S(=O)(=O)c2ccc(Cl)cc2)cc1
46) COc1ccc(N2CCN(C(=O)C3CCN(S(=O)(=O)c4c(C)noc4/C=C/N(C)C)CC3)CC2)cc1
47) CCO[C@H]1OC(C(=O)NC2CC2)=C[C@@H](c2ccc(Br)cc2)[C@@H]1CCCO
48) CCOC(=O)C1=C(C)NC(=O)C(C(N)=O)C12CCCC2 (stereo not given)
screen / no.,43,44,45,46,47,48
mIAP act,0.95,0.97,0.93,1.1,0.9,1
APOBEC3A inh,-5,-1,3,-4,-3,-1
mIAP inh,5,3,8,-7,10,-4
APOBEC3G inh,-8,-3,-5,0,-6,-6
MIN6 prolif,1,-3,-2,-3,-1,-1
SENP1 FRET inh,1,-13,2,2,0,-2
hIAP act,0.86,0.84,0.89,1.2,1.1,1.1
NALP3 yeast inh,-4,12,19,-3,-5,3
hIAP block,14,16,11,-24,-5,-11

49) COC(=O)c1ccc(-c2nn(C)c(=O)c3ccccc23)cc1
50) Cc1cnc(C(=O)OCC(=O)NCc2cccc(Cl)c2)cn1
51) Cc1cc(=O)oc2cc(OCC(=O)NCCc3ccccc3)ccc12
52) O=C(Nc1ccccc1C(=O)O)/C(=C/c1ccc(Cl)cc1Cl)NC(=O)c1ccco1
53) O=C(Oc1cccnc1)c1cccc(Cl)c1
54) O=C(CCCCCN1C(=O)c2ccccc2C1=O)NCCc1nc2ccccc2[nH]1
55) Cc1ccc(C)c(NCc2ccccc2CO)c1
56) Cc1ccccc1-c1nsc(SCC(=O)Nc2ccc3c(c2)OCO3)n1
57) COCCNC(=O)C(OC(=O)c1cccs1)c1ccccc1 (stereo not given)
screen / no.,49,50,51,52,53,54,55,56,57
mIAP act,1,1.1,1,0.99,1.1,1,1.2,0.91,1
APOBEC3A inh,-3,5,1,-4,-5,-4,-7,5,-2
mIAP inh,-2,-12,-2,1,-14,0,-18,9,-1
APOBEC3G inh,-8,1,2,-14,2,-4,-8,-6,-6
MIN6 prolif,-1,-2,5,0,-2,-1,-3,-2,0
SENP1 FRET inh,0,-1,1,-5,0,0,-2,3,0
hIAP act,0.89,1,1,1.3,0.99,1.1,1.1,1,1
NALP3 yeast inh,25,13,11,13,12,3,4,-1,6
hIAP block,11,-3,-1,-25,1,-11,-9,-2,0

The list is partial. The share of hits here may be higher or lower than overall.
